# High-throughput results from PubChem.
# TRb SRC2 PPI – inhibitors of human thyroid hormone receptor beta-SRC2 interaction; P10828; TRbeta-SRC2 peptide binding, fluorescence polarization; receptor liganded with 1 µM T3; Potency, µM (highest dose often 106 µM), for inactives: top-dose activity change, negative = inhibition, most hits filed as inhibitors; hit rate 0.065% among 280,000;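 further: plate controls were bound peptide for no effect and peptide without receptor for full effect; nearly all actives have a fitted effect of over 50% in size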
# Target sequence (P10828 whole entry, looked up): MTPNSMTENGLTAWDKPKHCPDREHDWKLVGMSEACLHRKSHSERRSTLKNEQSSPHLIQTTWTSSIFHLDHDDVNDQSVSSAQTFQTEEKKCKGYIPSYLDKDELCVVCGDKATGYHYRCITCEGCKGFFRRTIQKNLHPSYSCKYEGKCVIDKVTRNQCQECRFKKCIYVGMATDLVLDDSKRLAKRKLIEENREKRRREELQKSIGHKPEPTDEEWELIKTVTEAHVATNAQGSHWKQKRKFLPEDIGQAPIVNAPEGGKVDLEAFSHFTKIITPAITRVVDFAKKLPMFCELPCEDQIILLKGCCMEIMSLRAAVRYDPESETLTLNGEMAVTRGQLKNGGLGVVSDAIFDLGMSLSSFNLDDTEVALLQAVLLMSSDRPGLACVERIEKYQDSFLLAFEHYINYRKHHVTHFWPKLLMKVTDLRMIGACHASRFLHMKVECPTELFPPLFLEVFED
#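 Each compound concentration gave % activity, normalized to unbound and bound Texas Red SRC2 controls, from polarization read after 5 hr ambient incubation with T3-loaded human TRb LBD.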
# GAA glycogen – alters human alpha-glucosidase cleavage of glycogen; recombinant GAA, glycogen substrate, Amplex Red glucose oxidase fluorescence; Potency, µM (series often up to 76.4 µM), for inactives: at the top dose activity change, negative = inhibition, most hits filed as inhibitors; hit rate 0.38% among 300,000; AID 2100;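 further: 0% = full enzyme reaction and -100% = no-enzyme basal signal; the screen sought inhibitors and activators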
#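 qHTS, 1536-well; enzyme 4 nM final; cpd up to 77 uM; substrate bovine liver glycogen 30 ug; 50 mM citrate/phosphate pH 5.0, 0.01% Tween-20; 37 C, 40 min; Amplex Red detection 45 min RT; Hill fit → AC50.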
# TR SRC2 fluor cs – counter-screen for TRb-SRC2 inhibitors: fluorescence interference. hit rate 0.29% among 280,000. TRb/SRC2 Texas Red total fluorescence interference. AID 1479. Potency, µM (series often up to 106 µM), without a hit: at the top dose fluorescence change, negative = quenching; active means well fitted curve in either direction with a large enough effect; inconclusive means small, poorly fitted or top-dose-only effect
#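 Human TRβ ligand-binding domain (0.6 uM) and Texas Red SRC2 peptide (20 nM) in Tris buffer with 1 uM T3 and 5% DMSO were incubated with pinned compound for 5 hr at ambient temperature. Total fluorescence was computed as S + 2P (555/632 nm).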
# L3MBTL1 block – L3MBTL1 (human) inhibition; AlphaScreen L3MBTL1–H3K9me1 peptide binding; Potency, µM (series often up to 57.1 µM), without a hit: top-dose activity, negative = inhibition, hits mostly inhibitors; AID 485360; hit rate 0.66% among 230,000; further: nearly all actives have a fitted effect of over 60% in size
#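 AlphaScreen proximity signal between nickel-chelate acceptor and streptavidin donor beads (final 10 ug/mL) reports binding of 50 nM L3MBTL1 to 75 nM biotin-H3 K9me1 peptide; complex incubated with compounds 30 min at room temperature; cefsulodin titration as control.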
# GoLoco inh red – inhibitors of human Gai1-RGS12 GoLoco interaction (red fluorophore); Potency, µM (top dose mostly 61.6 µM), without a hit: top-dose activity, negative = inhibition, usual class: inhibitors; Gai1:RGS12 GoLoco peptide FP, rhodamine, 10 min; hit rate 0.44% among 230,000; active means well fitted inhibition curve with a large enough effect, not every such curve was filed as active; inactive means no such curve, though single readings can be large or run the other way; further: nearly all actives have a fitted effect of over 30% in size; many of its hits are not listed in these tables
# Target sequence (P63096 whole entry, looked up): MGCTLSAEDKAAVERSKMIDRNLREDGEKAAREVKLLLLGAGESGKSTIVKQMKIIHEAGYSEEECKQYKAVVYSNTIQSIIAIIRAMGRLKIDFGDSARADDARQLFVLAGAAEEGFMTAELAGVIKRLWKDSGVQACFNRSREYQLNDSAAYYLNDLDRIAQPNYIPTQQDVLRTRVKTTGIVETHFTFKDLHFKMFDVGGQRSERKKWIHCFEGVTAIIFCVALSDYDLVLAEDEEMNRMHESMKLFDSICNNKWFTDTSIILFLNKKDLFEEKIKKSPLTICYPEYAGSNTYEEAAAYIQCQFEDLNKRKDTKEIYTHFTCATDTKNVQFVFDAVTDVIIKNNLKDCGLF
# aGlu spleen mod – lysosomal alpha-glucosidase (human) modulation | human spleen homogenate, 4-MU-alpha-glucoside fluorescence | Potency, µM (top dose mostly 79.9 µM), for inactives: at the highest dose activity change, negative = inhibition, hits mostly inhibitors | hit rate 0.006% among 240,000 | AID 2112;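 further: 0% = enzyme with vehicle and -100% = no enzyme basal signal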
#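 Human spleen homogenate (1 ug) with 4-methylumbelliferyl-alpha-D-glucopyranoside (1 mM final) in 50 mM citrate/phosphate pH 5.0, 0.01% Tween-20; 40 min at 37 C. Stopped at pH 10; 4-MU fluorescence Ex 365/Em 440 nm; AC50 by Hill fit.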
# RECQ1 helicase – blocks DNA unwinding by human RECQ1. RECQ1 DNA unwinding, red fluorescence kinetic read. Potency, µM (series often up to 57.3 µM), inactives show at the highest dose activity, negative = inhibition, hits mostly inhibitors. hit rate 0.54% among 240,000. AID 2549;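 further: plate controls were vehicle for no effect and no enzyme for full effect; nearly all actives have a fitted effect of over 30% in size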
#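 RECQ1T1 50 nM; forked duplex (20 bp + 30-nt ss tails) 200 nM, ATP 2 mM final; pH 8.0, 2 mM MgCl2, 2.5 ug/ml poly(dI-dC); 15 min compound preincubation; discontinuous kinetic read over 2 h at RT.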
# GAA inh – alpha-glucosidase (human) inhibition. purified human GAA, 4-MU-alpha-glucoside fluorescence. Potency, µM (highest dose often 76.9 µM), for inactives: top-dose activity change, negative = inhibition, hits mostly inhibitors. AID 1466. hit rate 0.005% among 200,000. P10253;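 further: plate controls were uninhibited enzyme wells for no effect and no-enzyme background for full effect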
#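 Fluorogenic assay: 4 nM human alpha-glucosidase with 400 uM 4-methylumbelliferyl-alpha-D-pyranoside in 50 mM citrate/phosphate, 0.005% Tween-20, pH 5.0, 20 min at room temperature. Compounds tested up to 77 uM; AC50 from Hill fits.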
# An asterisk follows results filed as active; i = inactive; ? = inconclusive; · = no result given; [ ] = another dose, or the depositor's remark. Unless noted, the call rests on the fitted dose curve; in most records, active means well fitted curve in the direction sought with a large enough effect; inconclusive means small, poorly fitted or top-dose-only effect, or another doubt; inactive means no such curve, though single readings can be large; an effect the other way counts as inactive or inconclusive. Unless noted, on the % scale 0 is the no-effect control and ±100 the full control effect; potency means the concentration at half of the fitted maximal effect. Only part of the results is shown, so the mix of outcomes need not match the whole.
SMILES,TRb SRC2 PPI,GAA glycogen,TR SRC2 fluor cs,L3MBTL1 block,GoLoco inh red,aGlu spleen mod,RECQ1 helicase,GAA inh
COc1ccc(-c2n[nH]c(C)c2-c2ccc(OC)c(OC)c2)c(O)c1,-7%,-6%,-3%,-1%,-4%,9%,-9%,-3%
COC(=O)Cn1ncn2c(cc3oc(C)cc32)c1=O,3%,0%,-2%,-1%,-22%,-12%,0%,5%
Cc1cc(C)n2cc(CSCc3ccco3)nc2n1,-13%,4%,-5%,-11%,-3%,-14%,-2%,6%
O=C(O)COc1ccccc1/C=N/NC(=O)CN1CCN(Cc2ccccc2Cl)CC1,-8%,0%,0%,7%,5%,-11%,9%,·
COc1cccc(N2CCN(Cc3nc(N)nc(Nc4ccccc4)n3)CC2)c1,-12%,-6%,-2%,-29%,5%,-16%,-4%,-8%
CCOc1ccc(OCc2ccc(C(=O)N3CCCC3)o2)cc1,-3%,-5%,-1%,-14%,-8%,-4%,13%,-1%
CC1CCCCC1NC(=O)/C(C#N)=C/c1ccc(OCC(N)=O)cc1 (stereo unspecified),-12%,12%,-2%,8%,·,-2%,-2%,-5%
Cc1nn(-c2ncc(C(F)(F)F)cc2Cl)c(=O)n1-c1c(F)cccc1F,-2%,8%,-1%,26%,3%,·,i,-8%
O=C(NCCO)c1ccc2nc(-c3ccco3)c(-c3ccco3)nc2c1,7%,0%,?,·,-11%,-18%,-28%,-17%
CCNc1nc(NC(C)C)nc(OCCOC(=O)Nc2ccccc2)n1,-5%,3%,-1%,?,-7%,-2%,-5%,0%
CC(=O)NCCCC(=O)NC(CCC(=O)OCc1ccccc1)C(=O)OCc1ccccc1 (stereo unspecified),-1%,5%,-1%,8%,11%,2%,-3%,-7%[15.4 µM]
CCC(=O)Nc1ccc2nc(SCC(=O)N3CCCC3)sc2c1,-3%,2%,-1%,1%,6%,4%,-1%,0%
COc1cc(C(=O)Oc2cccc(C)c2)cc(OC)c1OC,-7%,-2%,-1%,17%,6%,-3%,-9%,2%
CC(C)C[C@H](NC(=O)[C@H](Cc1ccccc1)NC(=O)[C@H](Cc1ccccc1)NC(=O)[C@@H](N)CO)C(=O)N[C@@H](CCCN=C(N)N)C(=O)N[C@@H](CC(N)=O)C(=O)O,5%,·,-2%,·,·,0%,-10%,·
CC(C)N(Cc1nc(-c2ccccc2)no1)C(=O)CN1C(=O)c2ccccc2C1=O,-3%,-3%,-7%,-19%,8%,-7%,-1%,-19%

# Reformatted with two lines to a compound: part of the list above
# Order of results: TRb SRC2 PPI | GAA glycogen | TR SRC2 fluor cs | L3MBTL1 block | GoLoco inh red | aGlu spleen mod | RECQ1 helicase | GAA inh
Cc1nn(-c2ncc(C(F)(F)F)cc2Cl)c(=O)n1-c1c(F)cccc1F
  -2% | 8% | -1% | 26% | 3% | · | i | -8%
COc1cccc(N2CCN(Cc3nc(N)nc(Nc4ccccc4)n3)CC2)c1
  -12% | -6% | -2% | -29% | 5% | -16% | -4% | -8%

# Single records, from the list above:
# `O=C(NCCO)c1ccc2nc(-c3ccco3)c(-c3ccco3)nc2c1` across the screens: TRb SRC2 PPI: 7%; GAA glycogen: 0%; TR SRC2 fluor cs: ?; L3MBTL1 block: ·; GoLoco inh red: -11%; aGlu spleen mod: -18%; RECQ1 helicase: -28%; GAA inh: -17%
# `CC(=O)NCCCC(=O)NC(CCC(=O)OCc1ccccc1)C(=O)OCc1ccccc1` (stereo unspecified) across the screens: TRb SRC2 PPI: -1%; GAA glycogen: 5%; TR SRC2 fluor cs: -1%; L3MBTL1 block: 8%; GoLoco inh red: 11%; aGlu spleen mod: 2%; RECQ1 helicase: -3%; GAA inh: -7%[15.4 µM]

# (cont.)
SMILES,TRb SRC2 PPI,GAA glycogen,TR SRC2 fluor cs,L3MBTL1 block,GoLoco inh red,aGlu spleen mod,RECQ1 helicase,GAA inh
CCOC(=O)Cn1nnc(-c2cccc(OC)c2)n1,0%,-11%,-1%,7%,4%,-2%,-11%,-3%
C=CCOc1ccccc1/C=C/C(=O)O,2%,-6%,-4%,0%,-9%,-1%,-1%,-1%
COc1ccccc1N1CCN(CCN(C(=O)C2CCCCC2)c2ccccn2)CC1,7%,·,-7%,3%,7%,2%,-1%,·
O=C(COc1ccc(S(=O)(=O)NC2CCCCC2)cc1)N1CCN(c2ccc(F)cc2)CC1,-1%,-5%,2%,2%,1%,-4%,-21%,?
CN1CCN(c2nc(Nc3ccccc3)nc(N)c2[N+](=O)[O-])CC1,-3%,4%,0%,-15%,9%,-4%,17%,·
Cc1cccc(C)c1NC(=O)C(c1ccccc1)N1CCN(C(=O)c2ccco2)CC1 (stereo unspecified),2%,2%,-5%,-1%,0%,-9%,10%,-11%
COc1ccc(C(=O)/C=C/c2ccccc2)c(OC)c1,-5%,-18%,-2%,5%,6%,4%,-23%,·
Cc1ccc(Cn2nnc3c(=O)n(CC(=O)OCc4ccccc4)cnc32)cc1,-15%,0%,1%,-19%,3%,-2%,i,-3%
CCc1cccc(CC)c1-n1c(SCC(=O)N2CCc3ccccc3C2)nnc1-c1cccnc1,6%,-8%,1%,0%,14%,2%,i,7%
CC(C)NC(=O)CN1C(=O)C(=O)c2ccccc21,9%,-6%,-2%,-2%,-7%,-4%,7%,-12%
CC(NC(=O)c1cc(Br)ccc1Br)c1ccccc1 (stereo unspecified),3%,0%,-6%,1%,10%,0%,i,-8%
O=C(C1=NN(c2ccccc2)C2C(=O)N(c3ccccc3Cl)C(=O)C12)c1ccccc1 (stereo unspecified),10%,1%,-1%,51%[activator],8%,-2%,-1%,-3%
N#CC1=C(N)Oc2c(ccc3cccnc23)C1c1cccnc1 (stereo unspecified),-5%,19%,-2%,-21%,-2%,-12%,1%,-1%
COCc1cc(=O)[nH]c(/N=C(\N)Nc2ccccc2C)n1,-3%,-9%,2%,·,7%,5%,6%,1%
CCC(C)[C@H](NC(=O)Nc1cccc(Br)c1)C(=O)OC (stereo partly specified),0%,0%,-4%,1%,-1%,1%,-5%,-7%
COc1ccc(/C=N/NC(=O)c2ccn[nH]2)cc1CN1CCOCC1,-2%,-6%,-1%,9%,-2%,-2%,-7%,·
COc1cc(NS(=O)(=O)c2ccc(F)cc2)c(OC)cc1NC(C)=O,-9%,3%,0%,0%,-8%,-2%,i,-13%
N#C/C(=C\c1ccc(N2CCOCC2)o1)C(=O)NCC1CCCO1 (stereo unspecified),-2%,11%,-3%,2%,13%,-14%,-7%,8%
CCCC(=O)N/N=C1\CS(=O)(=O)N(C)c2ccsc21,-1%,0%,-4%,·,-3%,0%,-2%,2%
O=[N+]([O-])c1ccc(N2CCCC2)cc1NCc1ccccc1,-6%,1%,0%,-4%,-1%,7%,-14%,3%
c1ccc(-c2nn[nH]n2)cc1,0%,5%,-3%,6%,-2%,7%,-1%,·
O=C(c1cccs1)N1CCN(C(=O)c2ccco2)c2ccccc2C1,0%,6%,2%,2%,2%,-7%,-1%,0%
CCOC(OCC)P(=O)(c1ccccc1)c1ccccc1,-8%,1%,-5%,35%[activator],-23%,6%,3%,-11%
CCCCCCS(=O)Cc1ccccc1 (stereo unspecified),-19%,-5%,0%,·,3%,0%,5%,10%
O=c1c(C/C=C/c2ccccc2)c(O)ccn1Cc1cccc(Cl)c1,6%,14%,-5%,3%,4%,0%,-11%,-4%
Cc1ccc2nc(NC(=O)COC(=O)c3ccc(Br)o3)sc2c1,-14%,6%,-2%,-40%,5%,-1%,-13%,-5%
CCCCNS(=O)(=O)c1ccc(OC)cc1,-2%,-8%,-6%,-3%,-7%,-3%,-1%,-14%
CC(C)(Cc1ccc(O)cc1)NC(=O)CC(=O)N/N=C/c1ccc([N+](=O)[O-])cc1,0%,-17%,-6%,1%,8%,-5%,i,-2%
O=C(c1ccc([N+](=O)[O-])s1)N1CCN(c2cccc(Cl)c2)CC1,4%,3%,-24%,-21%,1%,0%,-2%,-9%
Clc1ccc(-c2nc3ccccn3c2CN2CCSCC2)cc1,8%,22%,-1%,-16%,-2%,-14%,-17%,-1%
COc1cc(C2/C(=C(/O)c3ccccc3)C(=O)C(=O)N2c2ccccn2)ccc1O (stereo unspecified),-6%,-12%,-3%,-2%,0%,-5%,12%,?
CC(=O)Oc1cccc(N2C(=O)C3C4C=CC(C4)C3C2=O)c1 (stereo unspecified),1%,3%,-5%,4%,0%,0%,i,-25%
O=C1c2ccccc2C(=O)c2c1cccc2-n1nnc2ccccc21,1%,-5%,-5%,·,2%,-1%,i,·
COc1ccccc1CN(C(=O)c1ccco1)C(C(=O)NC1CCCC1)c1ccncc1 (stereo unspecified),0%,-13%,3%,0%,19%,-11%,-9%,-6%
O=C(Nc1nc(-c2cccc([N+](=O)[O-])c2)cs1)C(c1ccccc1)c1ccccc1,-4%,-7%,-2%,0%,-5%,-13%,-7%,-9%

# 2 compounds picked at random from those above, as already listed:
SMILES,TRb SRC2 PPI,GAA glycogen,TR SRC2 fluor cs,L3MBTL1 block,GoLoco inh red,aGlu spleen mod,RECQ1 helicase,GAA inh
CC(=O)Oc1cccc(N2C(=O)C3C4C=CC(C4)C3C2=O)c1 (stereo unspecified),1%,3%,-5%,4%,0%,0%,i,-25%
O=C1c2ccccc2C(=O)c2c1cccc2-n1nnc2ccccc21,1%,-5%,-5%,·,2%,-1%,i,·

# Part of the list above in order of heavy-atom count, low to high:
SMILES,TRb SRC2 PPI,GAA glycogen,TR SRC2 fluor cs,L3MBTL1 block,GoLoco inh red,aGlu spleen mod,RECQ1 helicase,GAA inh
c1ccc(-c2nn[nH]n2)cc1,0%,5%,-3%,6%,-2%,7%,-1%,·
CC(=O)Oc1cccc(N2C(=O)C3C4C=CC(C4)C3C2=O)c1 (stereo unspecified),1%,3%,-5%,4%,0%,0%,i,-25%
Cc1ccc2nc(NC(=O)COC(=O)c3ccc(Br)o3)sc2c1,-14%,6%,-2%,-40%,5%,-1%,-13%,-5%
